EPAC2 antag – qHTS for Antagonist of cAMP-regulated guanine nucleotide exchange factor 2 (EPAC2): primary screen; Rap guanine nucleotide exchange factor 4 (Homo sapiens), Q8WZA2; EPAC2 GEF exchange of Rap1B-BODIPY-GDP, fluorescence; Potency, µM (top dose mostly 114 µM), for the others: at the top dose activity, negative = inhibition, most hits filed as inhibitors; actives 0.18% (n = 360,000); AID 720708, 2013; also: potency is read from the fitted curve at half-maximal effect; % is scaled to controls: 0 for no effect and ±100 for the full control effect; nearly all actives have a fitted effect of over 45% in size; many of its hits are not listed in these tables
Target sequence (Q8WZA2 whole entry, looked up): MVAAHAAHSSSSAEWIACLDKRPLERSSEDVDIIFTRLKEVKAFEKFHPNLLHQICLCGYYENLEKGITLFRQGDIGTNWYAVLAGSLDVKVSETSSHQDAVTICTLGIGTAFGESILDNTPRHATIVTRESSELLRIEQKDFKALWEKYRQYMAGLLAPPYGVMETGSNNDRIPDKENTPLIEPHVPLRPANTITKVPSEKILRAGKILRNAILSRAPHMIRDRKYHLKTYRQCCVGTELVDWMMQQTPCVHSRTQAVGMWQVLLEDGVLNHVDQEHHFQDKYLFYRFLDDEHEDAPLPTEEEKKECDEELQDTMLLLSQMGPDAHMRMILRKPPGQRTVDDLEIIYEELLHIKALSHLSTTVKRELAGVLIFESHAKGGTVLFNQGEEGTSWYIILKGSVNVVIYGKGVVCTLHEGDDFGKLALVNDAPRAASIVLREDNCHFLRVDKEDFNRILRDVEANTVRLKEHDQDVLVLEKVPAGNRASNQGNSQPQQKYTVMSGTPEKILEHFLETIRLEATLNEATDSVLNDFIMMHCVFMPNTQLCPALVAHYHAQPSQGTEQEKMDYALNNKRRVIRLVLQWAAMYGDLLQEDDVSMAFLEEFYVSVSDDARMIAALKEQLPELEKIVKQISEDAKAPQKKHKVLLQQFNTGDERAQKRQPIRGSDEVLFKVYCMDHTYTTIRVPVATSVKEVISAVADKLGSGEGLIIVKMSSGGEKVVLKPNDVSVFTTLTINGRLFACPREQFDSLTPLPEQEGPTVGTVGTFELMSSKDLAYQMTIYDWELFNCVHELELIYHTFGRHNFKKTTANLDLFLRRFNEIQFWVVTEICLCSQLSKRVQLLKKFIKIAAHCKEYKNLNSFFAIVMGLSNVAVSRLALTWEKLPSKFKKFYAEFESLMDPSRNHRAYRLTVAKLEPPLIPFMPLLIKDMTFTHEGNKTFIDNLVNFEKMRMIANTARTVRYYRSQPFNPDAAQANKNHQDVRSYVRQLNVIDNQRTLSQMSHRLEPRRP
Abeta rescue – qHTS for compounds that reverse cellular toxicity of Amyloid beta (A-beta) peptide in yeast: Primary Screen | yeast expressing A-beta42, growth rescue, OD600, 48 h; response scale: 0% DMSO, 100% iron-clioquinol control | Potency, µM (doses to about 46.1 µM), inactives show top-dose growth rescue, hits mostly activators | actives 0.063% (n = 410,000) | AID 1347071, 2019; also: potency is read from the fitted curve at half-maximal effect; nearly all actives have a fitted effect of over 55% in size
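Yeast A-beta toxicity model in growth medium with pinned compounds, 48 h at 30 C; growth read as absorbance at 600 nm. Normalized to FeCl3/clioquinol equimolar mix (positive) and DMSO (negative).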
D3 antag – qHTS of D3 Dopamine Receptor Antagonist: qHTS | D(3) dopamine receptor (Homo sapiens), P35462 | D3R cells, DiscoveRx beta-arrestin luminescence, antagonist mode; hits give low values | max response, negative = inhibition, % | actives 2.5% (n = 360,000); in the data active = max response below about -50%; inconclusive = no clear call, values can overlap the other calls; also: % is scaled to controls: 0 for no effect and ±100 for the full control effect; mostly tested at two doses, the higher about 12 µM
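Cells expressing the human receptor were seeded at 1500 cells/well, incubated overnight at 37 degrees C in 5% CO2, then exposed to library compounds with dopamine controls for 90 minutes at 37 degrees C before luminescent detection.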
D3 ag – qHTS of D3 Dopamine Receptor Agonist: qHTS | D3R DiscoveRx beta-arrestin cells, luminescence, 90 min | max activation, % | actives 0.58% (n = 410,000); in the data active = max activation above about 30%; also: 0% is about no effect; mostly tested at two doses, the higher about 12 µM
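Agonist mode: compounds and dopamine controls were applied to plated cells for 90 min at 37 degrees C after an overnight attachment at 1500 cells/well. Luminescent read-out followed 30 - 60 minutes at room temperature with DiscoveRx detection reagent.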
EPAC2 agonist – qHTS for Agonist of cAMP-regulated guanine nucleotide exchange factor 4 (EPAC2): primary screen; Rap guanine nucleotide exchange factor 4 (Homo sapiens), Q8WZA2; EPAC2 activation, biochemical qHTS; response scale: 100% = 6.5 mM cAMP response; Potency, µM (top dose mostly 154 µM), for inactives: at the highest dose activation, hits mostly activators; actives 0.079% (n = 360,000); also: potency is read from the fitted curve at half-maximal effect; nearly all actives have a fitted effect of over 50% in size
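Each well held 100 nM EPAC2, 250 nM RAP1B-BODIPY-GDP and 50 uM GDP. Fluorescence, read at 5-min intervals to 30 min, was referenced to a 6.5 mM cAMP positive control.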
aSyn rescue – qHTS of alpha-syn Inhibitors. actives 0.14% (n = 370,000). AID 652106, 2013. Yeast expressing alpha-synuclein, growth rescue, BacTiter-Glo, 24 h. Potency, µM (titrated, usually from 46.1 µM), for the others: top-dose growth rescue (activation), hits mostly activators; also: potency is read from the fitted curve at half-maximal effect; % of control where 0% means no effect; nearly all actives have a fitted effect of over 65% in size
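Readout is rescue of growth in alpha-synuclein-expressing yeast, so inhibitors of toxicity appear as activators. Growth after 24 hr at 30 deg C in galactose medium is quantified by luminescence.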
FUS suppressor – qHTS for Suppressors of FUS Proteinopathy: Primary screen using FUS-linked yeast assay | S. cerevisiae FUS-expressing, growth rescue, OD600, 24 h | Potency, µM (doses to about 76.6 µM), inactives show at the highest dose growth rescue (activation), most hits filed as activators | actives 0.24% (n = 390,000) | AID 1347120, 2019;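 also: potency is read from the fitted curve at half-maximal effect; plate controls were DMSO vehicle for no effect and reference control for full effect; nearly all actives have a fitted effect of over 55% in size; some results filed as inactive show a strong effect at the top dose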
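Quantitative HTS measuring growth restoration of FUS-toxic yeast. Galactose-induced cells (OD 0.005) were exposed 24hr at 30C to compounds at several concentrations, then absorbance at 600 nm was recorded.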
TDP43 rescue – qHTS of TDP-43 Inhibitors; AID 652104, 2013; actives 1.8% (n = 410,000); Potency, µM (titrated, usually from 46.1 µM), without a hit: top-dose growth rescue (activation), most hits filed as activators; TDP-43 expressing yeast growth rescue, BacTiter-Glo, 24 h; also: potency is read from the fitted curve at half-maximal effect; % of control where 0% means no effect; nearly all actives have a fitted effect of over 50% in size
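Yeast expressing TDP-43 (pregrown in raffinose, seeded at OD600=0.02 in galactose medium) exposed to compounds 24 hr at 30 deg C. Growth read by BacTiter-Glo luminescence; rescue of toxicity appears as increased signal.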
Numbers without * were called inactive; ? = inconclusive; nt = not tested or not shown; & = joins results of further samples; [ ] = remark or other dose. Unless noted, calls follow the shape of the dose curve; as a rule, active = well fitted curve in the direction sought with a large enough effect; inconclusive = small, poorly fitted or top-dose-only effect, or another doubt; inactive = no such curve, though single readings can be large; an effect the other way counts as inactive or inconclusive. Some of the compounds tested; rates above refer to the full screens.

Compound	EPAC2 antag	Abeta rescue	D3 antag	D3 ag	EPAC2 agonist	aSyn rescue	FUS suppressor	TDP43 rescue
O=C(Cc1ccccc1)Nc1nnc(SCC(=O)NC2CCCC2)s1	11%	3%	8	3	4%	4%	7%	-3%
COC(=O)c1cc(OC)c(OC)cc1NC(=O)CSc1ccc(C)cc1	-2%	0%	59	7	11%	8%	-6%	-5%
FC(F)Oc1ccccc1NC(=S)NCCc1ccccc1	-6%	?	-3	-4	1%	-14%	0%	12%
COc1ccc(-c2sc3cc4c(cc3c2C#CCO)OCO4)cc1	-19%	7%	-14	3	0%	-14%	5%	3%
O=C(CSc1nn(-c2ccccc2)c(=S)s1)Nn1cnnc1	-5%	-7%	-85*	0	4%	-8%	24%	-1%
Cn1c(=O)c2c(nc(CN3CCC(C(N)=O)CC3)n2Cc2c(F)cccc2Cl)n(C)c1=O	-5%	8%	14	0	-5%	11%	16%	-1%
CCOc1ccc(N(CC(=O)Nc2nccs2)S(=O)(=O)c2c(C)noc2C)cc1	-20%	-15%	-21	0	11%	-1%	-16%	11%
O=C(O)Cc1ccc(N2N=C(c3ccccc3)CC2=O)cc1	2%	-24%	0	-11	12%	15%	?	20%
CC(=O)Nc1ccc(S(=O)(=O)n2cnc3cc(C)c(C)cc32)cc1	5%	-2%	0	-8	11%	-1%	12%	0%
CCOC(=O)c1ccc(NC(=O)CSc2nnc(Cc3cccs3)n2C)cc1	-1%	3%	19	0	-9%	1%	-7%	4%
COc1ccc(NC2=CC(c3ccc(OC)cc3)N(c3ccc(OC)cc3)C2=O)cc1 (stereo not given)	7%[57.1 µM]	4%	20	-2	9%	5%	16%	-5%
CCCOP(=O)(c1ccc(N(C)C)cc1)C(O)c1cccnc1 (stereo not given)	2%	-1%	-8	30*	-1%	0%	7%	-1%
CCOC(=O)C1=C(C)NC(C)=C(C(=O)OC)C1c1cccc([N+](=O)[O-])c1 (stereo not given)	?	-18%	5	-27&-19	4%	20%&0%	-3%	35µM*
CC(C)[C@H](NC(=O)N1c2ccccc2NC(=O)[C@@H]1C(C)C)C(=O)N[C@@H](C(=O)O)c1ccccc1	-9%	-24%	10	1	8%	1%	0%	-2%
COc1ccc(NC(=O)C(CCS(C)(=O)=O)NC(C)=O)cc1 (stereo not given)	12%	0%	0	0	3%	-1%	12%	-18%
CCOC(=O)N1CCC(N2Cc3cccc(C(=O)Nc4ccccc4OC)c3C2=O)CC1	-8%	-8%	-2	1	1%	0%	?	13%
CCOC(=O)/C(=N\Nc1ccccc1[N+](=O)[O-])c1csc(N)n1	10%	5%	20	-2	7%	9%	-13%	12%
CCCCN(CC)C(=O)C1CCCN(S(=O)(=O)c2cccc3nsnc23)C1 (stereo not given)	5%	-4%	-14	-6	-3%	-2%	-1%	-17%
Cc1[nH]nc2c1C(c1ccccc1F)NC2=O (stereo not given)	8%	2%	17	4	-3%	6%	-24%	?
Cc1cc(OCc2n[nH]c(=S)n2-c2ccccc2)ccc1Cl	-1%	?	-14	-1	8%	-11%	2%	0%
CCN(CC(=O)Nc1ccc(S(=O)(=O)N2CCCC2)cc1)Cc1ccccc1	-6%	2%	-6	-4	4%	0%	9%	15%
Cc1cccc(N2CCN(C(=O)NC3CCCCC3)CC2C)c1 (stereo not given)	0%	4%	-11	1	13%	10%	-10%	15%
O=C(OCC(=O)N1CCN(C(=O)c2ccco2)CC1)c1cccc(F)c1	1%	0%	6	-1	9%	2%	11%	11%
COc1c(C)cc(S(=O)(=O)NCc2ccco2)c(C)c1C	0%	2%	4	31*	10%	2%	8%	4%
CCN(CC)CCNC(=O)c1ccc(NC(=O)/C=C/c2cc(OC)c(OC)c(OC)c2)cc1	-6%	6%	4	-6	5%	-6%	13%	3%
COc1ccc(N2CCN(C(=O)Cn3nc(Cc4cccnc4)c4ccccc4c3=O)CC2)cc1	nt	-17%	nt	70*	nt	nt	2%	-23%
CCN(CC(=O)Nc1ccc(NC(C)=O)cc1)C(=O)CCCSc1nc2ccccc2[nH]1	-7%	-14%	4	-11	4%	0%	-7%	-8%
CCOC(=O)Cn1ncc2c(=O)oc3ccccc3c21	4%	8%	-27	-2	1%	6%	6%	8%
FC(F)(F)c1cccc(CN2CCC(c3cc(-c4cccs4)n[nH]3)CC2)c1	?	9%	-80*	-22	6%	5%	16%	6%
COc1cc(/C=C/C(=O)O)cc(S(=O)(=O)Nc2ccccc2SC)c1OC	6%	-5%	-24	2	-7%	7%	nt	3%
CCCN1C2CCCC1CC(NC(=O)NC1CCCCC1)C2 (stereo not given)	14%	-4%	9	1	1%	1%	16%	7%
CNC(=O)c1csc(-c2ccncc2)n1	10%	6%	23	4	6%	nt	-18%	6%
O=C(NC(c1ccccc1)c1ccccc1)c1ccc(Br)o1	-3%	8%	0	2	-3%	0%	16%	-15%
CCOc1cccc(CN2CCC(n3nccc3NC(=O)CCCc3ccccc3)CC2)c1	-12%	0%	?	-10	3%	-10%	21%	-4%
CC(C)N(Cc1nccn1C)C(=O)c1ccc2oc(Cc3ccccc3)nc2c1	4%	-5%	-15	-10	2%	-1%	4%	-10%
CCOc1ccc(C2/C(=C(\O)c3ccc4c(c3)OCCO4)C(=O)C(=O)N2CCN2CCOCC2)cc1OC (stereo not given)	1%	13%	-2	-7	-4%	1%	24%	-21%
C=CCNC(=O)C(=O)NCC(c1ccc2c(c1)OCO2)N1CCOCC1 (stereo not given)	5%	4%	13	2	2%	0%	-11%	-9%
COc1ccc(C(=O)NNC(=O)C(NC(=O)c2ccccc2NC(=O)c2ccco2)C(C)C)cc1 (stereo not given)	-14%	-3%	5	3	6%	-3%	41%	-13%
O=C1CC(N2CCCCCC2)C(=O)N1c1ccc(F)cc1 (stereo not given)	6%	-81%[inhibitor]	-14	-5	2%	-58%[inhibitor]	11%	-92%[inhibitor]
CC(=O)N(c1ccccc1)c1nc(/C=C/C(=O)O)cs1	1%	2%	-7	9	5%	0%	13%	0%[0.397 µM]
Cc1ccc(-c2cc(-c3ccccc3)no2)cc1	7%	-13%	-11	-3	4%	-3%	-23%	11%
COC(=O)C1=C(C)Nc2nc(SCc3ccccc3)[nH]c(=O)c2C1c1cccs1 (stereo not given)	6%	2%	9	4	3%	1%	6%	13%
CC(C)CN(C(=O)CSc1nnc2ccccn12)c1c(N)n(CC(C)C)c(=O)[nH]c1=O	-5%	8%	4	-6	9%	0%	17%	-10%
O=C(NCc1ccon1)C1CCC(=O)N(CCc2cccc(F)c2)C1 (stereo not given)	-9%	-11%	13	6	1%	-4%	nt	-10%
CC1CC(C)CN(C(=O)COC(=O)Cc2ccc(Br)cc2)C1 (stereo not given)	3%	-2%	8	8	12%	1%	11%	-5%
CCOc1ccc(C(=O)N2CCC(c3noc(-c4ccc(S(=O)(=O)N5CCCC5)cc4)n3)CC2)cc1	nt	-20%	nt	-5	nt	nt	16µM*	1%
CCCN(CCC)Cc1c(C(=O)N/N=C/C(C)=C\c2ccco2)nnn1-c1nonc1N	-9%	-3%	30	15	-8%	0%	39%	-10%
C[C@H]1CN([C@@H](C)CO)C(=O)CCCn2cc(nn2)CO[C@@H]1CN(C)C(=O)Oc1ccccc1	0%	-4%	27	12	1%	-1%	-4%	25%
Cc1cc(-c2csc(N)n2)c(C)n1C	13%	-1%	18	6	1%	-8%	32%	-3%
O=C(N/N=C/c1c[nH]c2ccccc12)c1cccs1	2%	1%	-20	-12	-1%	-1%	22%	-7%[1.82 µM]

Next section
Compound	EPAC2 antag	Abeta rescue	D3 antag	D3 ag	EPAC2 agonist	aSyn rescue	FUS suppressor	TDP43 rescue
Cc1nc(NC(=O)CSc2nccn2C)sc1C(=O)N(C)C	0%	11%	0	1	-4%	-10%	4%	6%
CC(=O)OC1C([N+]2(C)CCCCC2)C[C@H]2C3CC[C@H]4C[C@H](OC(C)=O)C([N+]5(C)CCCCC5)CC4(C)[C@H]3CCC12C (stereo not given in full)	2%	-23%	3	8	1%	-2%	-39%	12%
OC(c1ccc(F)cc1)c1nc(-c2ccccc2)cs1 (stereo not given)	-10%	11%	11	-2	14%	4%	-12%	?
COc1ccc(N2C(=O)CS(=O)(=O)C23C(=O)N(Cc2cccc(F)c2)c2ccccc23)cc1OC (stereo not given)	nt	-2%	nt	0	nt	-3%	35%	15%
O=C(c1cc(Br)c(Br)s1)N1CCOCC1	-8%	-4%	-1	4	1%	-1%	9%	-7%
Cc1ccc(C(c2nnnn2Cc2ccccc2)N2CCN(Cc3ccccc3)CC2)cc1 (stereo not given)	-2%	-14%	?	-8	7%	8%	-3%	-3%
O=C(CS(=O)(=O)c1ccccc1)Nc1ccc(S(=O)(=O)Nc2ccccn2)cc1	-3%	10%	8	-1	7%	-2%	0%	6%
COCC(=O)N1C[C@H]2CON(C)[C@H]2C[C@H]1c1ccc(N2CCCCC2)cc1	19%	-7%	24	3	14%	-4%	-28%	20%

3 of the compounds above, with values under each structure.
Each structure is followed by: EPAC2 antag	Abeta rescue	D3 antag	D3 ag	EPAC2 agonist	aSyn rescue	FUS suppressor	TDP43 rescue
OC(c1ccc(F)cc1)c1nc(-c2ccccc2)cs1 (stereo not given)
    -10%	11%	11	-2	14%	4%	-12%	?
COc1ccc(N2C(=O)CS(=O)(=O)C23C(=O)N(Cc2cccc(F)c2)c2ccccc23)cc1OC (stereo not given)
    nt	-2%	nt	0	nt	-3%	35%	15%
Cc1ccc(C(c2nnnn2Cc2ccccc2)N2CCN(Cc3ccccc3)CC2)cc1 (stereo not given)
    -2%	-14%	?	-8	7%	8%	-3%	-3%

Screening results from PubChem BioAssay.
